# Bioassay records deposited in PubChem by National Center for Advancing Translational Sciences (NCATS).
# Pin1 inhibitor: inhibitors of human Pin1 | Q13526 | Pin1 FP peptide displacement, HiFluor488, 10 min | Potency, µM (titrated, usually from 115 µM), without a hit: at the highest dose activity, negative = inhibition, actives largely listed as inhibitors | 0.009% of 390,000 active | AID 504891; active = well fitted inhibition curve with a large enough effect in the polarisation, with a control signal flat, not every such curve was filed as active; inconclusive = small, poorly fitted or top-dose-only effect, or effect the other way, or a change in a side signal; inactive = no such curve, though single readings can be large or run the other way; the % refers to the polarisation; note: potency is the fitted concentration of half-maximal effect; % is set by controls: 0 for no effect and ±100 for the full control effect
# Target sequence (Q13526 whole entry, looked up): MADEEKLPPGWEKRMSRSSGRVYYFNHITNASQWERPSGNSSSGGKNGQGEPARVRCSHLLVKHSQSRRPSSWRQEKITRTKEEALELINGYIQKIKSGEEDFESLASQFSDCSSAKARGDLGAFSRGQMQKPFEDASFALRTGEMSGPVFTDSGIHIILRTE
# IDH1 R132H inh: human IDH1 R132H inhibition. IDH1-R132H enzyme, NADPH consumption, diaphorase/resazurin fluorescence. O75874. AID 602179. Potency, µM (series often up to 76.6 µM), for inactives: at the highest dose activity change, negative = inhibition, most hits filed as inhibitors. 0.093% of 390,000 active; note: potency is the fitted concentration of half-maximal effect; % is set by controls: 0 for no effect and ±100 for the full control effect; nearly all actives have a fitted effect of over 65% in size
# Target sequence (O75874 whole entry R132H, stated change not applied): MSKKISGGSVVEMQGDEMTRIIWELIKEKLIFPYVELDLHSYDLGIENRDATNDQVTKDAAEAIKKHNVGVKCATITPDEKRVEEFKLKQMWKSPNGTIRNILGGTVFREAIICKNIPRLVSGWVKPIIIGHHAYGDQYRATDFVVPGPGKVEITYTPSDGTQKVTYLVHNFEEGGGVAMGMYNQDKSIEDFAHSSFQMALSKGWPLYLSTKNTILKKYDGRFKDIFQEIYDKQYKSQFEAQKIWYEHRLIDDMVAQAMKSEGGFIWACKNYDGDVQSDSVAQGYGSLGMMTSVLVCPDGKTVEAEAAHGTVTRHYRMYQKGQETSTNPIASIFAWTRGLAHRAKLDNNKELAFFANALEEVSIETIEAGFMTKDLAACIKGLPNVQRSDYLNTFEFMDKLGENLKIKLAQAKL
#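 IDH1-R132H (0.5 ug/mL) preincubated 30 min with compound, then NADPH (0.016 mM) and alpha-KG (2 mM) added; 80 min at RT, pH 7.5. Remaining NADPH coupled via diaphorase/resazurin to fluorescence (540/590 nm); concentration-response curves normalized to no-enzyme control.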
# TRHR PAM: TRH receptor (human) allosteric enhancement; TRHR cells, fluo-8 calcium fluorescence, EC20 TRH enhancement; P34981; enhancement, % at 2 µM; 0.66% of 360,000 active; in the data active = enhancement above about 30%; note: 0% is about no effect
#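 TRHR-expressing cells loaded with fluo-8 calcium dye were read kinetically (ex 480/em 530) during compound addition, then stimulated with an EC20 of TRH (10 nM final). Enhancement of the Gq-mediated intracellular calcium response was scored.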
# D2 antagonist: antagonizes the human D2 dopamine receptor; P14416; 2% of 340,000 active; HEK293 TREx D2 cells, calcium flux, dopamine EC80; inhibition, % at 10 µM; in the data active = inhibition above about 30%; note: 0% is about no effect
#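 In this primary screen, negative modulation is detected by tracking calcium flux after an EC80 dopamine challenge in inducible HEK293 T-REx D2 cells preexposed to test compound for 180 s.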
# TRHR ag: TRH receptor (human) agonism | P34981 | TRHR cells, calcium flux fluo-8, FDSS agonist mode | activation, % at 2 µM | 0.18% of 360,000 active; in the data active = activation above about 30%; note: 0% is about no effect
#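 TRHR-expressing cells, plated overnight in medium with 10% serum, were loaded with fluo-8 calcium dye at room temperature. After a 10 s baseline, library compound was pin-added and calcium release was recorded kinetically (ex 480/em 530) as agonist response.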
# TrxR1 substrate: rat thioredoxin reductase 1 substrate activity. O89049. purified TrxR1 substrate turnover, NADPH consumption readout. Potency, µM (top dose mostly 114 µM), without a hit: top-dose activity change, negative = substrate turnover. 0.01% of 390,000 active. AID 588456; note: potency is the fitted concentration of half-maximal effect; % is set by controls: 0 for no effect and ±100 for the full control effect; nearly all actives have a fitted effect of over 50% in size
# Target sequence (O89049 whole entry, looked up): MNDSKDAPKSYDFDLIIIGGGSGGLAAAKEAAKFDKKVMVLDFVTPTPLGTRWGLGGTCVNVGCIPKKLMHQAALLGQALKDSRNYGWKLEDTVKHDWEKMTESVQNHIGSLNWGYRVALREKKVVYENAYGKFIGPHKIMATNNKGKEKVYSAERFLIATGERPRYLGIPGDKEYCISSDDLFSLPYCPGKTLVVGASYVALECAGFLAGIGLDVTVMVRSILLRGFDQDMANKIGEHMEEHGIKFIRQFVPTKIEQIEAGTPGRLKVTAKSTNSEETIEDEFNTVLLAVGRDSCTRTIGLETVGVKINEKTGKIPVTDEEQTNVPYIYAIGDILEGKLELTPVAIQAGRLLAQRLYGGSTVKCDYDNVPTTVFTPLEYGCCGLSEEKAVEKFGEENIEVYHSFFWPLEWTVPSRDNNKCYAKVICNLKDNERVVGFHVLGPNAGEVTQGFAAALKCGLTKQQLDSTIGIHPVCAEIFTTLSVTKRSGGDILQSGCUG
#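 Rat TrxR1, dispensed at 90 nM, was prereduced with 400 uM NADPH (final) for 5 min at ~22 deg C, then incubated with compound 15 min before 400 uM selenite. A first-read NADPH fluorescence drop versus no-compound background flagged substrates.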
# rTrxR1 inhibitor: rat TrxR1 inhibition; recombinant rTrxR1, NADPH fluorescence consumption, selenite substrate; O89049; AID 588453; 1% of 390,000 active; Potency, µM (doses to about 114 µM), for inactives: at the top dose activity change, negative = inhibition, actives largely listed as inhibitors; note: potency is the fitted concentration of half-maximal effect; % is set by controls: 0 for no effect and ±100 for the full control effect; nearly all actives have a fitted effect of over 65% in size
#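 Rat TrxR1 (90 nM in the dispensed reagent) was pre-reduced with 400 uM NADPH for 5 min at room temperature, then incubated with compound for 15 min. After 400 uM selenite was added, NADPH fluorescence (Ex 340/Em 450 nm) was followed for 8 min.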
# USP1-UAF1 inh: blocks the human USP1/UAF1 deubiquitinase complex; O94782; recombinant USP1/UAF1, Ub-Rhodamine cleavage fluorescence; Potency, µM (doses to about 57.1 µM), for the others: top-dose activity change, negative = inhibition, usual class: inhibitors; 0.23% of 390,000 active; note: potency is the fitted concentration of half-maximal effect; % is set by controls: 0 for no effect and ±100 for the full control effect; nearly all actives have a fitted effect of over 60% in size; inactives centre near -12
#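 1 nM enzyme complex + cpd, 15 min RT; start with Ub-Rho 150nM final; kinetic fluorescence ex 480/em 540, 6 reads q60 s. Buffer 50mM HEPES pH 7.8, 0.5mM EDTA, 0.1 mg/ml BSA, 1mM TCEP, 0.01% Tween-20.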
# D2 agonist: activates the human D2 dopamine receptor; AID 485358; activation, % at 2 µM; 0.53% of 340,000 active; P14416; HEK293 T-REx D2 cells, calcium flux agonist mode;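 active = activation over 3 SD above normal in the single-dose calcium agonist read, cut at about 30% in these data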; note: 0% is about no effect
#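 Agonism is scored from calcium flux in a force-coupled, inducible HEK293 cell line expressing D2, read kinetically for 180 s after compound addition against dopamine controls.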
# * hit, by the source's call; ? = inconclusive; . = no result given; [ ] = another dose, or the depositor's remark. Unless noted, calls come from the whole dose curve; as a rule, active = well fitted inhibition curve with a large enough effect; inconclusive = small, poorly fitted or top-dose-only effect; inactive = no such curve, though single readings can be large or run the other way.
SMILES,Pin1 inhibitor,IDH1 R132H inh,TRHR PAM,D2 antagonist,TRHR ag,TrxR1 substrate,rTrxR1 inhibitor,USP1-UAF1 inh,D2 agonist
CC(=O)c1cnc2sccn2c1=O,-3%,3%,-4,-6,-0.2,3%[57.1 µM],18%[57.1 µM],-11%,0.9
Cc1ccc(COn2c(-c3ccc(Cl)cc3Cl)nc3ncccc32)cc1,-1%,2%,2,-6,-1.0,-25%[57.1 µM],4%[57.1 µM],-22%,-0.4
COc1cccc(N2CCN(c3ccc4nnc(CCC(=O)Nc5ccccc5OC)n4n3)CC2)c1,0%,1%,-5,-11,-0.4,-3%,20%,-14%,0.3
CCCN1Cc2cccc(C(=O)Nc3ccccc3C(=O)OC)c2C1=O,-9%,.,8,.,-0.6,1%,-6%,11%,0.7
COc1cc(OC)c(C2=NOC(C(=O)N3CCN(C(=O)c4ccco4)CC3)C2)cc1Cl (configuration not stated),-5%,4%,-3,-13,-0.5,9%[57.1 µM],-42%,-5%,-0.3
Cc1ccc2nc(NC(=O)COC(=O)c3ccncc3)sc2c1,7%,3%,-5,-7,1.0,5%[57.1 µM],22%[57.1 µM],-25%,0.0
Cc1cc(NC(=O)C2CCCCC2C(=O)O)ccc1NC(=O)c1ccccc1 (configuration not stated),1%,0%,1,.,-0.5,-5%,3%,-16%,.
COc1ccc(CCn2c(=O)c3ccccc3n(CC(=O)Nc3cccc(C)c3)c2=O)cc1OC,5%,6%,-1,.,-0.5,-1%,10%,-24%,-0.3
COc1ccc(CCC(=O)Nc2ccc(C)c([N+](=O)[O-])c2)cc1,-11%,6%,-6,-7,0.6,-9%,-11%,-10%,0.9
COc1cc(C(=O)Oc2ccc3c(c2)OCC3=O)cc(OC)c1OC,17%,-3%,12,-5,-0.6,-12%,-7%[57.1 µM],-18%,0.0

# 3 compounds from above, arranged by the value under Pin1 inhibitor, rising:
SMILES	Pin1 inhibitor
CC(=O)c1cnc2sccn2c1=O	-3%
COc1cccc(N2CCN(c3ccc4nnc(CCC(=O)Nc5ccccc5OC)n4n3)CC2)c1	0%
Cc1ccc2nc(NC(=O)COC(=O)c3ccncc3)sc2c1	7%

# (more compounds)
SMILES,Pin1 inhibitor,IDH1 R132H inh,TRHR PAM,D2 antagonist,TRHR ag,TrxR1 substrate,rTrxR1 inhibitor,USP1-UAF1 inh,D2 agonist
CCOC(=O)C1=C(C)N=c2s/c(=C\c3ccncc3)c(=O)n2C1c1ccc2c(c1)OCO2 (configuration not stated),31%[activator],-2%,2,-8,1.6,7%[57.1 µM],4%[57.1 µM],-17%,0.4
Cc1nc(Cl)sc1C(=O)Nc1ccccc1,-6%,1%,2,-1,0.3,0%[57.1 µM],-3%[57.1 µM],-4%,0.0
O=C(CN1CCCC1)Nc1cc(C(F)(F)F)cc(C(F)(F)F)c1,-3%,4%,-3,24,-0.1,-6%,-7%,-12%,51*
C=CC(=C)CC(NC)c1ccccc1 (configuration not stated),0%,8%,-9,5,1.7,1%,5%,-4%,0.6
Cc1onc(-c2ccccc2)c1C(=O)OCC(=O)Nc1ccccc1,7%,8%,15,-10,0.4,-2%,10%,-19%,-0.2
CCC(C(=O)OC(C)C(=O)Nc1ccc(Cl)cn1)c1ccccc1 (configuration not stated),-2%,-5%,-5,3,0.1,-2%,26%,-28%,-2.5
Cc1ccc(NS(=O)(=O)c2cccc([N+](=O)[O-])c2)nc1,-9%,11%,4,-5,1.4,0%[57.1 µM],11%[57.1 µM],3%,0.8
Cc1cccc(-c2oc3ccc(-c4ccc5c(c4)OCO5)cc3c2/C=C/c2ccc(N)cc2)c1,7%,-6%,3,1,0.3,20%,0%,5%,1.3
CCOC(=O)N1CCN(CC(=O)NC(=O)Nc2ccc3c(c2)OCCO3)CC1,-10%,9%,-12,6,-0.4,-8%,-11%,-20%,-0.2
O=C(Cn1cc[n+](Cc2ccccc2)c1)c1ccc([N+](=O)[O-])cc1,0%,-3%,-1,5,1.1,0%,-12%,-8%,-0.2
O=C(/C=C/c1cccc([N+](=O)[O-])c1)Nc1ccccc1N1CCOCC1,7%,7%,0,-1,-0.1,-9%,-8%,-2%,0.1
Cc1cc(N2CCN(c3cc(Cl)ccc3C)CC2)n2nc(-c3ccccc3)nc2n1,22%,-1%,3,.,0.7,2%,?,-11%,0.8
CC(C)N(Cc1ccccc1)C(=O)CCc1ccccc1,8%,5%,-3,-2,0.4,-4%,?,-18%,-0.4
O=C(CSc1nccn1Cc1ccc(F)cc1)NCc1ccco1,1%,-10%,19,.,-0.4,5%[57.1 µM],17%[57.1 µM],-9%,0.8
O=[N+]([O-])c1cc(S(=O)(=O)N2CCCC2)ccc1O,-6%,3%,2,10,-0.2,-10%,11%[57.1 µM],-17%,0.0
CCCCn1c(=O)cc(C)n(-c2ccccc2)c1=O,-7%,2%,.,.,.,4%[57.1 µM],-6%[57.1 µM],14%,.
Cc1ccc(CNC(=O)CN2CCCN(Cc3ccc(F)cc3)S2(=O)=O)cc1,-1%,7%,-3,.,-1.3,-1%[57.1 µM],5%[57.1 µM],-29%,-1.4
COC(=O)c1c(NC(=O)c2c(OC)cccc2OC)sc2c1C(C(=O)OC)CC2 (configuration not stated),-2%,-4%,2,-4,0.4,6%,20%,-14%,-1.4
CC(=O)c1c(C)[nH]c(C(=O)OCC(=O)N(C)C)c1C,4%,4%,13,-9,-0.6,11%,15%,?,-0.4
CC(C)C(c1nnnn1C1CCCC1)N1CCc2ccccc21 (configuration not stated),1%,2%,-17,0,-0.8,-5%,3%,-18%,-1.3
COc1cc(CNCCCN2CCOCC2)ccc1OCC(=O)Nc1cccc(C(F)(F)F)c1,0%,-5%,3,7,0.1,-4%[57.1 µM],?,-11%,0.5
CN(CC(=O)Nc1ccc(N2CCOCC2)cc1)C(=O)c1cc(F)c(F)cc1Cl,-11%,2%,-1,19,0.0,4%,12%,-16%,0.8
Cc1cc(C)n(-c2ccc(Cl)c(C(=O)O)n2)n1,4%,3%,-2,2,-0.4,4%[57.1 µM],-5%[57.1 µM],7%,0.0
O=C(Nc1ccc(F)cc1F)N1CCC(c2nc3ccccc3o2)CC1,-6%,-11%,27,-11,-0.2,10%[57.1 µM],19%[57.1 µM],-6%,0.3
COC(=O)c1sccc1-n1cccc1C(=O)C(=O)N1CC(C)OC(C)C1 (configuration not stated),3%,9%,9,-10,0.0,-12%[57.1 µM],-9%[57.1 µM],-20%,-0.2
Cc1cc(=O)n(CC(=O)NCc2ccc(OC(C)C)cc2)c2c1c(C)nn2-c1cccc(F)c1,0%,-14%,7,.,0.3,-1%[57.1 µM],8%[57.1 µM],-18%,.
CC(C)c1nc2ccccc2n1CCC(=O)O,2%,6%,-1,1,0.3,12%,16%,?,1.2
Cc1cc(F)ccc1S(=O)(=O)Nc1ccccc1C(=O)Nc1ccccc1N1CCOCC1,-1%,-7%,2,-6,0.5,-1%,-1%,-7%,-0.1
COc1ccc(OC)c(-n2c(=O)c3ccccc3c3ccccc3c2=O)c1,4%,1%,13,26,-0.6,2%,-9%,-22%,0.4
O=C(NCCC1=CCCCC1)C1CCC(CNc2nc(=S)[nH]c3ccccc23)CC1 (configuration not stated),-2%,-3%,2,5,0.2,54%,28%[57.1 µM],-6%,0.4
COc1ccc(CN2C(=O)N(c3cccc(C)c3)C(=O)C2CC(=O)Nc2ccc(F)cc2)cc1OC (configuration not stated),-4%,1%,0,.,-0.8,-2%,-6%,-9%,-1.2
Cc1nc(OCC(=O)c2ccc(Cl)cc2)c(C#N)c2c1COC(C)(C)C2,2%,3%,-10,19,0.2,3%,13%,-11%,-1.2
COC(=O)C1=C(C)N(c2ccc(C)cc2)/C(=C/c2cccs2)C1=O,5%,0%,2,3,-0.5,0%,2%,-16%,-0.3
CCC(=O)Nc1cccc(C2=NOC3(C2)C[C@H](C(N)=O)N(C(=O)c2ccc(Cl)cc2)C3)c1 (some centres not stated),7%,-2%[38.3 µM],0,20,-0.2,-1%,17%[2.29 µM],-3%,-0.7
NC(=O)N/N=C/c1cn(CC(=O)Nc2ccc(F)cc2)c2ccccc12,-2%,3%,4,-8,0.1,1%[57.1 µM],3%[57.1 µM],-18%,0.6
O=C(c1ccccc1)c1cccn1CC(=O)N1CCc2ccccc2C1,3%,-9%,-4,1,-1.2,2%,13%,-25%,0.0
CCOc1ccc(-c2n[nH]c(C(=O)NN)c2C)cc1,-3%,9%,-1,.,-0.2,6%,34%,-18%,.
O=C(CCS(=O)(=O)c1ccccc1)NC1CCCCC1,-2%,8%,4,12,0.2,-5%,12%,-22%,0.0
O=C(COC(=O)/C=C/c1cccc([N+](=O)[O-])c1)Nc1ccc(Cl)cn1,1%,-7%,-1,39*,0.0,-2%,18%,-1%,0.1
COc1cc(C(=O)Nc2ccc(Cl)c(C(F)(F)F)c2)cc(OC)c1OC,7%,6%,1,0,0.7,-7%,-4%,-14%,1.6
COc1cccc(CNC(=O)CCN2C(=O)[C@@H]3Cc4ccccc4CN3C2=O)c1,-8%,5%,8,13,0.5,9%,40%[activator],-17%,-1.1
CCN(Cc1cnn(C)c1)C(=O)c1ccc2nc(Cc3cccc(Cl)c3)oc2c1,1%,10%,-3,2,-0.4,-5%,5%,-21%,0.0
Cc1cccc(C)c1NC(=O)NC1(C(=O)NCCCN2CCOCC2)CCCCC1,9%,-5%,-1,7,0.0,-12%,-8%,-1%,0.8

# Copied from the list.
# O=C(c1ccccc1)c1cccn1CC(=O)N1CCc2ccccc2C1 | TrxR1 substrate = 2%
# COC(=O)C1=C(C)N(c2ccc(C)cc2)/C(=C/c2cccs2)C1=O | TrxR1 substrate = 0%
# COc1cc(C(=O)Nc2ccc(Cl)c(C(F)(F)F)c2)cc(OC)c1OC | rTrxR1 inhibitor = -4%
# O=C(COC(=O)/C=C/c1cccc([N+](=O)[O-])c1)Nc1ccc(Cl)cn1 | rTrxR1 inhibitor = 18%

# Not all compounds are listed. The share of hits here may be higher or lower than overall.
